# High-throughput results as filed in PubChem.
# HCT116 PTEN-null – suppresses growth of cells with PTEN deletion. HCT116 PTEN-null viability, CellTiter-Glo, 60 h; hits give low values. viability, % at 10 µM. hit rate 1.2% among 140,000. AID 827;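 active = viability at or below a set limit, 4 SD under the median of all tested compounds, cut at about 3.7% in these data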;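 also: PTEN knockout HCT116 line with beta catenin targeted HCT116 as companion control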
# BB579 growth dn – reduces growth of yeast BB579 in restrictive medium. S. cerevisiae BB579 growth, OD615, 48 h. inhibition, % at 10 µM. hit rate 0.51% among 140,000. AID 804;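 active = inhibition above a set limit, 3 SD over the mean compound inhibition, cut at about 44% in these data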; also: inactives centre near -24
#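 System: Saccharomyces cerevisiae DeaD strain BB579, replicative lifespan model yeast | Buffer or medium: Restrictive glucose-based CSMM-D medium | Times: 4 h preincubation and 48 h exposure at 30 °C | Detection: OD615 turbidity measurement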
# HCT116 bCat-KO – beta-catenin-lacking colon tumor cell growth suppression; viability, % at 10 µM; AID 818; HCT116 beta-catenin knockout viability, CellTiter-Glo, 60 h; hits give low values; hit rate 1.5% among 140,000;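 active = viability at or under a set limit, the compound median less 4 SD, cut at about 6% in these data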;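 also: 0% = Hyamine 1622 control at 20 µM and 100% = untreated cell control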
# Phagocytosis inh – blocks phagocytosis by macrophages; J774A.1 macrophage IgG-bead phagocytosis, imaging; inhibition, % at 5 µM; hit rate 0.07% among 110,000; AID 1029;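 active = inhibition above the mean of the plate negative controls plus 5 SD, cut at about 13% in these data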;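 also: phagocytic index as fraction of beads internalized from green versus red external bead signal; plate controls were DMSO negative control for no effect and cytochalasin-D positive control for full effect; some results beyond the cut were filed as inactive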
# E-sel TNF inh – TNF alpha driven E-selectin expression inhibition; hit rate 0.71% among 120,000; inhibition, % at 2 µM; HUVEC TNFa-induced E-selectin immunofluorescence, high content;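 active = inhibition above the batch mean plus 3 SD, and confirmed as a hit on visual image review, cut at about 43% in these data; inconclusive = passes the inhibition cutoff but fails visual image review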;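 also: 0% = TNF-stimulated DMSO wells and 100% = unstimulated control wells; not every result past the cut was called active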
# Yeast life ext – yeast lifespan extension. S. cerevisiae growth with nicotinamide, OD615; deaD strain in restrictive glucose medium. hit rate 0.68% among 130,000. AID 775. inhibition of the nicotinamide effect, % at 10 µM;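 active = inhibition above a set limit, placed 3 SD over the median of all compounds, cut at about 26% in these data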;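 also: 0% = nicotinamide-treated wells and 100% = cells grown without nicotinamide; some compounds called inactive have numbers as strong as hits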
#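 Assay system: engineered S. cerevisiae DeaD replicative-lifespan strain, galactose-grown log-phase cells; Buffer or medium: CSMM-D glucose medium, restrictive; Probe or stimulus: nicotinamide 1.5 mM; Compound: single dose 10 µM compound, 0.25% DMSO; Schedule: 4 h preincubation then 48 h treatment at 30 °C; Technique: OD615 measurement.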
# Measles CPE – protection of cells from measles virus; Measles virus-infected cells, CPE protection, absorbance; protection (pct of control), % at 4 µM; hit rate 1.5% among 140,000; AID 841; in the data active = protection mostly above about 24%, no sharp cut-off; inactive = mostly below about 26%; also: some compounds called inactive have numbers as strong as hits
# NPY Y2 blocker – antagonists of human neuropeptide Y receptor Y2; AID 793; inhibition, % at 2.7 µM; P49146; hit rate 0.99% among 140,000; NPY-Y2 expressing cells, antagonist mode; in the data active = inhibition above about 17%;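 also: 0% = vehicle with agonist challenge and 100% = reference antagonist with challenge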
# Target sequence (P49146 whole entry, looked up): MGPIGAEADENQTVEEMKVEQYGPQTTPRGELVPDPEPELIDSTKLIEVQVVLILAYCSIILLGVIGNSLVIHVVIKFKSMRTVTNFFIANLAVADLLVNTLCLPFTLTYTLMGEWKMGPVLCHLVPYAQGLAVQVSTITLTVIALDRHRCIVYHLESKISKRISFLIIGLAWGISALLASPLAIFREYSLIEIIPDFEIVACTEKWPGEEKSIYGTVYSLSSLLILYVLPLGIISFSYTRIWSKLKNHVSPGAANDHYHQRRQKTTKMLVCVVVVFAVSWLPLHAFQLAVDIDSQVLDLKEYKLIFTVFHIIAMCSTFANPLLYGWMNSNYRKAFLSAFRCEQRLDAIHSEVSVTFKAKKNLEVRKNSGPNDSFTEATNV
# GALR2 antag – antagonists of human galanin receptor 2 (GALR2); O43603; GALR2-expressing cells, antagonist mode; inhibition, % at 4 µM; hit rate 0.39% among 140,000; AID 828; in the data active = inhibition above about 27%;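 also: cells stimulated with galanin 1-16 at roughly its EC80; 0% = agonist challenge control and 100% = basal control without agonist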
# Target sequence (O43603 whole entry, looked up): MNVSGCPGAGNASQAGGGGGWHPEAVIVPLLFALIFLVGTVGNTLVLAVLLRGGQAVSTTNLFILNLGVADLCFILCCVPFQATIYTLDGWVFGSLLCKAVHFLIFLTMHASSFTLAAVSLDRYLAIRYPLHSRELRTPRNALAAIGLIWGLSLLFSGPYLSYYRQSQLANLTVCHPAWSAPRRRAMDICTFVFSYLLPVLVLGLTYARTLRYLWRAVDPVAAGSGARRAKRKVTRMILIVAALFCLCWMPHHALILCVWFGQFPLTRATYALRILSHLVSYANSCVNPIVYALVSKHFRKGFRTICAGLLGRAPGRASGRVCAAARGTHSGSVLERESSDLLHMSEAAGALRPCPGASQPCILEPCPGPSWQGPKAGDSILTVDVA
# MRP1 act – activates MRP-1. H69AR cells + doxorubicin, viability rescue, CellTiter-Glo. AID 799. hit rate 0.61% among 140,000. viability increase, % at 10 µM;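 active = viability gain under doxorubicin at or above a set limit, the compound median plus 3 SD, cut at about 4.7% in these data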;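 also: MRP-1 overexpressing cells given doxorubicin 25 µM after compound pretreatment; 18-22 h compound pretreatment then 72 h with doxorubicin before readout; 0% = doxorubicin-only wells and 100% = vehicle-treated cells without doxorubicin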
# * marks the source's active call; other numbers are inactive results; ? = inconclusive; / = not tested or not shown. This is a random part of the collection, and some 6.3% of all compounds hit somewhere here.
compound	HCT116 PTEN-null	BB579 growth dn	HCT116 bCat-KO	Phagocytosis inh	E-sel TNF inh	Yeast life ext	Measles CPE	NPY Y2 blocker	GALR2 antag	MRP1 act
O=[N+]([O-])c1cccnc1N1CCOCC1	93	-8	101	-1	5	-15	4	0	0	-2.4
CCN1CCN(CC(=O)NC2CCCC2)C(=O)C1=O	93	5	94	0	/	-3	20	1	1	0.5
CC1CC(=S)Nc2ccccc2N1C(=O)Nc1ccccc1 (stereo not given)	94	-11	95	3	/	-2	3	1	-10	-0.8
O=C(CN(C(=O)CNC(=O)c1ccco1)c1ccc(Cl)c(Cl)c1)NC1CCCCC1	84	-31	94	1	-12	-8	2	1	5	-0.4
Cn1nccc1C(=O)NC(=S)Nc1sc2c(c1C#N)CCCCC2	92	-37	87	0	-6	2	23	0	2	-3.1
Cn1c(NCCCO)nc2c(c1=O)C1(CCCCC1)Cc1ccccc1-2	72	-28	70	2	-1	-11	4	3	2	-2.6
CSc1ccccc1C(=O)Nc1ncc(C)s1	113	-20	104	-1	2	-5	11	2	-9	0.1
CCN1CCN(C(=S)Nc2ccccc2Cl)CC1	99	-69	92	-2	-6	13	37	-1	9	0.7
CCC(=O)c1ccc(OCc2ccc(C(=O)OC)o2)c(OC)c1	97	-19	98	0	36	-25	3	4	7	1.1
O=C(Nc1ccc(NC(=O)c2sc3ccccc3c2Cl)cc1Cl)c1ccco1	58	-20	41	/	28	-16	16	0	-16	-6.0
CCOc1ccc(C2=Nn3cnnc3SC2)cc1	106	-24	97	-2	-6	-10	36	-2	-2	0.2
C=CCc1ccc(OCC(O)COCC)c(OC)c1 (stereo not given)	94	-45	97	-2	3	-6	20	0	0	-1.3
Cc1ccc(SCCNC(=O)/C=C/c2ccc([N+](=O)[O-])cc2)cc1	91	-15	88	/	-8	-3	24	9	-11	-1.8
CC(C)Cc1cc(C(=O)Nc2ccc(F)cc2F)no1	98	-34	102	0	9	-9	4	2	0	0.8
N=c1c2c(-c3ccccc3)c(-c3ccccc3)oc2ncn1Cc1ccco1	54	-88	60	/	-18	-19	8	20*	-2	-1.5

# Reprinted at random: 4 compounds from above, in no set order.
compound	HCT116 PTEN-null	BB579 growth dn	HCT116 bCat-KO	Phagocytosis inh	E-sel TNF inh	Yeast life ext	Measles CPE	NPY Y2 blocker	GALR2 antag	MRP1 act
O=C(CN(C(=O)CNC(=O)c1ccco1)c1ccc(Cl)c(Cl)c1)NC1CCCCC1	84	-31	94	1	-12	-8	2	1	5	-0.4
CC(C)Cc1cc(C(=O)Nc2ccc(F)cc2F)no1	98	-34	102	0	9	-9	4	2	0	0.8
CCN1CCN(CC(=O)NC2CCCC2)C(=O)C1=O	93	5	94	0	/	-3	20	1	1	0.5
Cn1c(NCCCO)nc2c(c1=O)C1(CCCCC1)Cc1ccccc1-2	72	-28	70	2	-1	-11	4	3	2	-2.6

# (further entries)
compound	HCT116 PTEN-null	BB579 growth dn	HCT116 bCat-KO	Phagocytosis inh	E-sel TNF inh	Yeast life ext	Measles CPE	NPY Y2 blocker	GALR2 antag	MRP1 act
CCOc1ccccc1OCCCC(=O)N1CCN(S(=O)(=O)c2cccc(F)c2)CC1	91	-56	92	-2	-14	13	1	5	12	-3.9
N#Cc1c(N2CCN(C(=O)c3ccccc3)CC2)nc(-c2ccccc2)c2c1CCCC2	74	-4	77	-1	3	18	5	6	-6	-5.6
CCOC(=O)c1[nH]c2ccc(OC)cc2c1NC(=O)CCN1CCCC(C)C1 (stereo not given)	70	-19	82	0	/	-7	13	1	7	0.6
Clc1ccc(C2=NNC(=NCC3CCCO3)SC2)cc1 (stereo not given)	75	-27	79	/	-30	1	16	1	-4	2.6
O=C(CSc1nc(-c2ccccc2Cl)ns1)c1ccc(Cl)cc1	85	-28	81	-6	38	-2	18	13	-18	1.2
Cn1c(SCc2c(Cl)cccc2Cl)nc(C(F)(F)F)cc1=O	88	-21	84	1	-2	-4	4	5	-3	-1.1
CCCCOC(=O)CCc1nc2ccccc2[nH]c1=O	102	-12	98	-2	13	-10	18	0	-8	-0.6
CCCc1nc2ccccc2c(=O)n1/N=C/c1ccc(O)c(O)c1	36	-38	31	3	/	-4	/	0	3	0.5
O=C(CCc1ccc(S(=O)(=O)N2CCOCC2)cc1)NCCCN1CCCC1=O	103	1	105	0	/	24	5	3	6	1.6
CCOc1ccc(NC(=O)C2CCC(N3C(=O)C4CC=CCC4C3=O)CC2)cc1 (stereo not given)	96	-95	96	0	?	0	3	1	-14	-1.9
C#CCSc1nc(-c2ccccc2)cc(C(F)(F)F)c1C#N	90	-92	89	0	18	-5	8	13	6	-0.9
CCCNC(=O)COC(=O)/C=C/c1ccc2c(c1)OCO2	91	-25	94	4	/	5	7	24*	11	-2.3
CCc1ccccc1N(C)C(=O)CCc1nc(-c2ccc(C)cc2)no1	80	-44	83	1	-8	4	11	4	-7	1.0
Cc1ccccc1N=Cc1cc2c(cc1O)OC(N)=C(C#N)C2c1ccccc1 (stereo not given)	30	-33	24	-5	22	11	9	1	-17	-4.8
COc1ccc(OCC(=O)N/N=C2\CCCc3ccccc32)cc1	97	-46	101	1	-22	-6	17	8	-1	-0.7
CC1=CC(=O)C=CC1(C)C(Cl)Cl (stereo not given)	97	-25	107	/	/	-5	14	0	5	-3.6
COc1cc(C(=O)Nc2nc(OC)c(-c3ccccc3)c(OC)n2)cc(OC)c1OC	92	-31	88	-1	-5	-6	2	3	5	-3.4
O=C(NCc1ccco1)C1CCCCN1S(=O)(=O)c1ccc(F)cc1 (stereo not given)	84	-38	95	-4	21	3	0	3	-9	-2.4
C[C@@H](O)C1NC(=O)[C@H](CCCCN)NC(=O)c2cc([N+](=O)[O-])cc(I)c2NCCC[C@@H](C(N)=O)NC1=O (stereo not given in full)	100	-39	94	/	-19	-2	24	0	-17	-2.4
Cc1ccc(C(=O)/C=C/Nc2ccccc2C(N)=O)o1	73	-18	67	2	6	-14	12	1	6	-3.5
C=CCn1c(SCC(=O)Nc2cc(C)on2)nc2sc(C)c(C)c2c1=O	57	-11	78	0	9	-7	5	0	-9	-4.6
COC(=O)c1sc(S(=O)(=O)N2CCC(C(N)=O)CC2)c(C(=O)OC)c1C	93	-18	87	3	35	7	9	1	-1	-1.1
COc1cc2c(cc1NC(=O)c1ccccc1F)CCCC2	65	-11	55	-7	15	-11	3	10	3	-4.5
Cc1cc2c(c(Sc3ccccc3)n1)C(=O)OC2	101	38	96	0	9	-15	10	22*	12	-0.6
O=C(NCc1ccco1)c1c[nH]c2ccc(S(=O)(=O)N3CCOCC3)cc2c1=O	94	-49	98	-1	-1	-10	7	2	-22	-1.3
COc1ccc(OCC(O)Cn2c(Nc3ccccc3)nc3c2c(=O)n(C)c(=O)n3C)cc1 (stereo not given)	97	-67	101	0	2	0	4	0	0	-1.2
CS(=O)(=O)N(Cc1ccc(Cl)cc1)c1ccc(C(=O)N/N=C/c2cc3ccccc3nc2Cl)cc1	57	-22	54	-4	-10	1	16	-2	0	-2.2
CSc1nnc(NC(=O)CCc2ccccc2)s1	102	-23	102	1	7	-17	4	-2	7	-3.4
CS(=O)(=O)N1CCN(c2ccc([N+](=O)[O-])c(N3CCOCC3)c2)CC1	83	-8	101	/	-9	-18	4	2	-5	-3.0
CCC(=O)N(CC)c1nc(-c2ccc(OC)cc2)cs1	77	-34	94	4	5	-24	26	2	-9	0.4

# (listing goes on)
canonical_smiles	HCT116 PTEN-null	BB579 growth dn	HCT116 bCat-KO	Phagocytosis inh	E-sel TNF inh	Yeast life ext	Measles CPE	NPY Y2 blocker	GALR2 antag	MRP1 act
O=C(NC1CCCC1)C(c1ccc(O)cc1)N(CC1CCCO1)C(=O)C1COc2ccccc2O1 (stereo not given)	70	-18	71	-1	55	-12	23	6	8	-1.5
COc1ccc([N+](=O)[O-])cc1NC(=O)C(C)Sc1ccccc1 (stereo not given)	87	-46	102	/	/	-1	22	4	7	-1.8
Cc1ccc2oc(=O)n(CCOc3ccccc3Cl)c2c1	90	-42	93	0	/	-12	12	6	-2	0.3
COc1ccc(/C(O)=C2/C(=O)C(=O)N(CCN(C)C)C2c2ccccc2)cc1Cl (stereo not given)	102	-27	98	0	7	-2	8	3	-3	1.3
COc1ccc(S(=O)(=O)N2CCCC2C(=O)Nn2cnnc2)cc1 (stereo not given)	100	-5	105	2	10	-4	23	-1	-6	-0.5
COc1ccc(OCCCc2c(C)n[nH]c2C)cc1	65	-8	58	0	/	-14	4	3	-17	0.2
N#Cc1c(Nc2ccccc2)c(/C=N/N=C/c2ccccc2)c[nH]c1=O	95	-25	83	-2	/	0	26*	3	7	1.5
COCCNC(=O)c1ccc(N2CCCCC2)c(NS(=O)(=O)c2ccc(C)cc2)c1	94	-34	92	1	/	-1	4	0	11	-1.0
COc1ccc(CN(C)C(C)C(=O)Nc2ccc([N+](=O)[O-])cc2Cl)cc1OC (stereo not given)	54	-1	52	-8	8	-5	13	2	-4	-0.3
COC(=O)Cc1c(C)nc2nc(NCc3c(F)cccc3Cl)[nH]n2c1=O	91	-6	86	2	17	-4	10	6	9	-0.2
O=C(NC1CCN(Cc2ccccc2)CC1)C1CCN(S(=O)(=O)c2cccc3nsnc23)CC1	85	-43	74	-2	/	-1	34	-2	-5	-0.4
COc1ccc(-c2cc(=O)n(-c3ccc([N+](=O)[O-])cc3)[nH]2)cc1	85	-30	79	/	4	-5	2	3	-2	-4.1
Cc1ccc(-c2cc(C#N)c(=O)n(Cc3c(Cl)cccc3Cl)c2)cc1	96	-31	89	1	-29	5	9	10	4	-2.5
